Compound activity as filed in PubChem BioAssay.
SNCA expr inhib: inhibitors of alpha-synuclein (SNCA) gene expression | 140,000 tested, 0.17% active | AID 1671194 | Potency, µM (series often up to 57.2 µM), without a hit: at the top dose activity change, negative = inhibition, usual class: inhibitors | HEK-293 SNCA-luciferase knock-in, luminescence, 24 h;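 note: potency is the fitted concentration of half-maximal effect; plate controls were DMSO cells for no effect and cell-free wells for full effect; nearly all actives have a fitted effect of over 45% in size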
3T3 cytotox: NIH 3T3 cell cytotoxicity | 94,000 tested, 4.3% active | Potency, µM (highest dose often 96.7 µM), without a hit: top-dose activity change, negative = cytotoxicity, usual class: inhibitors | NIH 3T3 viability, CellTiter-Glo ATP luminescence, 48-72 h; note: potency is the fitted concentration of half-maximal effect; nearly all actives have a fitted effect of over 55% in size
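ATP-dependent luminescence (CellTiter-Glo) served as the viability signal for NIH 3T3 cells treated with compound for 48 or 72 hr at 37 °C.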
SNCA viab count: cell viability loss counter-screen; HEK-293-SNCA-luc viability, GF-AFC fluorescence, 24 h; Potency, µM (titrated, usually from 57.1 µM), inactives show at the top dose activity change, negative = cytotoxicity, actives largely listed as cytotoxic; 150,000 tested, 0.12% active;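 note: potency is the fitted concentration of half-maximal effect; 0% = DMSO-treated cells and -100% = medium-only wells without cells; nearly all actives have a fitted effect of over 30% in size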
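HEK-293-SNCA-luc cells (1500/well) plated 24 h, then exposed 24 h to a dilution series; GF-AFC added 30 min at 37C, fluorescence 405/540 nm; normalised to medium-only and DMSO wells, Hill fit.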
FLuc inh: Photinus pyralis luciferase inhibition. purified P. pyralis luciferase, luminescence, biochemical. Potency, µM (top dose mostly 115 µM), without a hit: at the top dose activity change, negative = inhibition, usual class: inhibitors. 76,000 tested, 2.5% active. AID 1347043; note: potency is the fitted concentration of half-maximal effect; nearly all actives have a fitted effect of over 65% in size
Target sequence (P08659 whole entry, looked up): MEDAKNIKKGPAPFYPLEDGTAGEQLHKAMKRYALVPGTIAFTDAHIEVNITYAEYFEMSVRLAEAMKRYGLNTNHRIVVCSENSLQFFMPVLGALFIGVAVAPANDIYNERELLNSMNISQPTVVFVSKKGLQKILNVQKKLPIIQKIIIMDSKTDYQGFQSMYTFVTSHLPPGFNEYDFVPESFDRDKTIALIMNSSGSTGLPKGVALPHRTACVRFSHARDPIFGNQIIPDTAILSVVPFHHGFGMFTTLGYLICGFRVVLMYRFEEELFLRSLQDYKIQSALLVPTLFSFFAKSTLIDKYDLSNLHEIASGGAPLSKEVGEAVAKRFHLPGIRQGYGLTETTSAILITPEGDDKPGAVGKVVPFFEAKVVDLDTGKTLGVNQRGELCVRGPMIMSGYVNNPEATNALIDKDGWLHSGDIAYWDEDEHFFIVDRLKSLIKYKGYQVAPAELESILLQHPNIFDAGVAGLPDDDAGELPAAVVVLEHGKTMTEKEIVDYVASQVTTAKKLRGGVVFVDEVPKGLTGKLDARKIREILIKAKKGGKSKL
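Inhibitors were tested against purified firefly luciferase in a biochemical, low-substrate format (both substrates at 10uM) and luminescence measured with a CCD imager.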
GPT2 inhibitor: GPT2 alanine aminotransferase inhibition; Recombinant GPT2, coupled pyruvate oxidase/HRP Amplex Red fluorescence; Potency, µM (top dose mostly 57.7 µM), for inactives: top-dose activity change, negative = inhibition, usual class: inhibitors; Q8TD30; AID 1671188; 100,000 tested, 0.25% active; note: potency is the fitted concentration of half-maximal effect; nearly all actives have a fitted effect of over 60% in size; many of its hits are not listed in these tables
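Recombinant GPT2 (10ng/uL) with 250uM a-KG and 2mM L-alanine, 30 min at room temperature, in HEPES pH 7.5 buffer. Pyruvate detected by pyruvate oxidase/HRP/Amplex Red fluorescence after 30 min in the dark; AOA (50uM) as positive control.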
IP6K1 inhibitor: IP6K1 kinase inhibition. Q92551. IP6K1 kinase, ADP-Glo luminescence, 2 h; hits give low values. activity change, % (series mostly up to about 58 µM). 140,000 tested, 0.81% active. AID 1645851; in the data active = activity change below about -25%
Target sequence (Q92551 whole entry, looked up): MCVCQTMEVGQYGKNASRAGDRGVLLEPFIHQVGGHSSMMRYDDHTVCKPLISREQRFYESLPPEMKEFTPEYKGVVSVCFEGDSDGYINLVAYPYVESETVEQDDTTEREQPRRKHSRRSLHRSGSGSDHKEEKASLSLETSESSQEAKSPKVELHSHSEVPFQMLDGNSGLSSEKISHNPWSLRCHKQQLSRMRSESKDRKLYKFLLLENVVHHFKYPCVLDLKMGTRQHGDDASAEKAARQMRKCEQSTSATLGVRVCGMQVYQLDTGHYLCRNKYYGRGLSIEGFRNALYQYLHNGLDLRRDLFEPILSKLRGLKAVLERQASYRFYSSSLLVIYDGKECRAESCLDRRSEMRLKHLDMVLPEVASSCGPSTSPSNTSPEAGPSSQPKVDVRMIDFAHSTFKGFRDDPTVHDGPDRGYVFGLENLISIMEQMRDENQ
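ADP-Glo luminescence measures ADP made by human IP6K1 during a 2 h RT reaction with ATP/IP6 (mix at 1.3 mM/130 uM); top library doses 57.5 and 19.1 uM final.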
HEK293 tox: cytotoxic compounds in HEK 293 cells. HEK 293 viability, ATP luminescence (CellTiter-Glo), 48-72 h. Potency, µM (top dose mostly 115 µM), inactives show at the top dose activity change, negative = cytotoxicity, usual class: inhibitors. 94,000 tested, 6.6% active. AID 1345083; note: potency is the fitted concentration of half-maximal effect; nearly all actives have a fitted effect of over 60% in size
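CellTiter-Glo luminescence (cellular ATP) was read after 48 or 72 hr of compound exposure at 37 degree Celsius. Cells were HEK 293 plated at 250 cells/well.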
* = called active by the depositor; i = inactive; ? = inconclusive; · = no result given; & = joins results of further samples; [ ] = another dose, or the depositor's remark. Unless noted, calls come from the whole dose curve; as a rule, active = well fitted curve in the direction sought with a large enough effect; inconclusive = small, poorly fitted or top-dose-only effect, or another doubt; inactive = no such curve, though single readings can be large; an effect the other way counts as inactive or inconclusive. Unless noted, % is set by controls: 0 for no effect and ±100 for the full control effect. Compounds as they come. Share with any hit: about 7.8%.

mol	IP6K1 inhibitor	SNCA viab count	SNCA expr inhib	FLuc inh	HEK293 tox	GPT2 inhibitor	3T3 cytotox
CCOC(=O)Cn1c(CN2CCN(c3ccc(OC)cc3)CC2)nc2c1c(=O)[nH]c(=O)n2C	13	5%	4%	·	·	·	·
CCc1ccccc1NC(=O)Cn1cc2c(n1)CCC(C)C2 (centres undefined)	4	1%	16%	·	·	·	·
O=C(O)[C@H]1C[C@@H](C(=O)NCc2ccncc2)CN(C2CCOCC2)C1	-8	3%	-10%	8%	3%	i	1%
Cc1noc(C)c1S(=O)(=O)N1CCC(C(=O)N2CCCC2c2nc(C3CCOCC3)no2)CC1 (centres undefined)	-2	-3%	18%	?	0%	-10%	-5%
CC(C)(C)C(=O)Oc1ccc2c(c1)nc(NC(=O)c1cccc([N+](=O)[O-])c1)n2CCCO	·	8%	?	·	·	i	·
COCCNc1cc(-c2noc([C@@H]3CCCN3C3CCN(C(C)=O)CC3)n2)ccn1	2	-1%[87.6 µM]	-3%[87.6 µM]	-2%[172 µM]	0%[172 µM]	5%[88.5 µM]	i
Cc1cccc(N(C)C(=O)Cn2cccc2-c2nc(-c3ccccc3)no2)c1	-6	?	?	?	71µM*	4%	?
O=C(Nc1ccc(Cl)cc1)c1nc2c(o1)CCN(Cc1cccc(O)c1)CC2	-9	?	-22%[87.6 µM]	25µM*	32µM*	-12%[88.5 µM]	?
Cc1ccccc1CC(=O)N1CCC2(CC1)N(C)C(=O)CS2(=O)=O	-7	0%	-18%	-10%	-6%	?	-20%
CC(C)N[C@@H](Cn1ccc(=O)[nH]c1=O)C(=O)O	16	1%[87.6 µM]	-11%[87.6 µM]	-2%[230 µM]	-21%[230 µM]	i	-20%[230 µM]
Cc1nc2ccccn2c(=O)c1NC(=O)c1c(F)cccc1F	12	-2%	-15%	·	·	·	·
CCOC(=O)N1CCC(NC(=O)c2cnn(-c3ccc(C)cc3)c2C2CCN(C(=O)OC(C)(C)C)CC2)CC1	-1	-25%	-1%	·	·	·	·
c1ccc(Cn2cc(CNc3ncncn3)cn2)cc1	-1	-2%	1%	7%	-25%	-17%[11.5 µM]	-26%
COc1cc(F)ccc1-c1cn(C)c(=O)n2cc(CN3CCNC(=O)C3)nc12	-9	11%[87.6 µM]	15%[87.6 µM]	5%[172 µM]	-25%[172 µM]	0%[88.5 µM]	?
Cc1ccc(Cn2c(C3CCN(C(=O)c4ccc(C)cc4)CC3)n[nH]c2=O)cc1	-5	3%	-15%	5%	-4%	i	-5%
CN1C(C)(C)CCCC1(C)C	-35*	30%[23.9 µM]	9%[25.6 µM]	·	·	-1%	·
O=C(c1cccnn1)N1C[C@H]2CN(C3CCOCC3)C[C@@]2(C(=O)O)C1	7	-1%	-17%	-4%	i	0%	5%
Cc1cc2nc(-c3cc(NC(=O)c4cc5ccccc5o4)ccc3Cl)oc2cc1C	8	5%	31%[activator]	·	·	·	·
COC1CCN(C(=O)COc2ccccc2)CC(=O)N(C)c2ccccc21 (centres undefined)	-6	·	·	·	-11%	·	?
Cc1ccccc1CN1C[C@@H]2C(=O)N(CCc3ccccc3)C(=O)[C@@H]2C1	0	5%	6%	3%	?	-10%	-17%
COc1ccc(N2CCN(c3cc(C)nc4nc(-c5ccc(C)cc5)nn34)CC2)cc1	4	10%	8%	·	·	·	·
COC(=O)CN1C(=O)[C@@H]2C[C@@H](O)CN2C2(CN(CC3CC3)C2)C1=O	-13	-1%[87.6 µM]	-12%[87.6 µM]	0%[172 µM]	0%[172 µM]	i	i
COc1ccc2c(c1)c1c(c(=O)n(-c3cccc(Cl)c3)c(=O)n1CC(=O)N1CCCC1)n2C	21	?	-8%	·	·	·	·
Cc1ccc(NC(=O)c2ccc(CN3C(=O)CCn4nc(C)cc43)cc2)c(Cl)c1	24	1%	43%[activator]	·	·	·	·
CCc1nc2c(c(-c3ccc(Cl)cc3)n1)CN(C(=O)COC)CC2	4	-6%	-13%	-1%	-18%	i	-24%
CN(C1CCc2nn(C)c(=O)n2CC1)S(=O)(=O)c1cccc2cccnc12 (centres undefined)	-9	-14%	17%	3%	10%	-1%	-4%
CC(C)CNC(=O)N1[C@H](c2cccs2)[C@@H](C)C(=O)[C@@H](C)[C@@H]1c1cccs1	17	-17%	-17%	·	·	·	·
COCCNC(=O)[C@@H]1C[C@H](Oc2cccnc2)CN1C(=O)c1cccs1	0	0%	10%	-2%	i	i	i
CCOC(=O)C1=C(CN2CCN(c3ccccc3F)CC2)NC(=O)NC1c1ccc(OC)cc1 (centres undefined)	-22	-10%	4%	·	·	·	·
COc1ccc2c(c1)CC[C@@H](CN(C)CC(=O)O)[C@H]2c1ccccc1	7	-13%&-4%	2%	·	·	-21%	·
CCOC(=O)C1CCN(c2nc3ccccc3nc2Cl)CC1	-19	-5%	-14%	·	·	·	·
CCN1CCN(CCNc2ncncc2-c2nc(-c3ccccc3)no2)CC1	-6	12%	3%	-16%	-12%	-20%	-32%
COCCOC1CCN(S(=O)(=O)c2ccc(F)cc2)CC1	4	4%[12.5 µM]	24%	-10%	-20%	i	-14%
O=C(CN1C(=O)NC(c2ccc(Cl)cc2)C2=C1COC2=O)Nc1ccc(Br)cc1F (centres undefined)	7	-20%	?	7%	35µM*	i	28µM*
CC(C)NC(=O)N1CCN(CCn2nc3n(c2=O)CCCC3)CC1	-13	·	·	·	-6%[172 µM]	·	i
CCc1nn(CC(=O)NCCN(CC)CC)c(=O)c2cc3occc3n12	13	-4%	-3%	·	·	·	·
NC1CCCCN(Cc2cnc(-c3ccco3)nc2)C1 (centres undefined)	-7	1%	8%	-2%	0%	-6%	-3%
O=C(CN1CCOc2ccccc2C1)N[C@H]1CCOC[C@H]1C1CCOCC1	7	-3%	-11%	3%	-3%	i	0%
COc1ccc(-c2cn3nc(N4CCCC(C(=O)Nc5ccccc5F)C4)sc3n2)cc1 (centres undefined)	0	-11%	8%	·	·	·	·
CNC(=O)c1cc(C2CC2)nc2onc(C3CCCN3C(=O)c3cccnc3)c12 (centres undefined)	26	·	·	·	-10%	·	-12%
COc1cc2ncc3c(-c4ccccc4)nn(CC(=O)NC4CCCCC4)c3c2cc1OC	1	-14%	13%	·	·	·	·
COc1ccc(C(=O)N2CCC(Cc3noc(C4CCOCC4)n3)C2)cc1F (centres undefined)	18	-6%	9%	5%	-7%	2%	-2%
CN1CCN(C(=O)N[C@@H]2CCOC[C@H]2OCc2ccccc2)CC1	0	7%	-8%	6%	2%	i	2%
COC(=O)c1ccc([C@H]2Nc3ccc(S(=O)(=O)Nc4ccc(C)cc4)cc3[C@H]3C=CC[C@H]32)cc1	-12	-3%	-19%	·	·	·	·
CCc1sc(Nc2ccc(Cl)cc2)nc1-c1cc2cccc(OC)c2oc1=O	-1	-5%	26%	·	·	·	·
Cc1ccc(C)c(OCC(=O)N[C@H]2CCOC[C@H]2C2CCOCC2)c1C	35	6%	7%	3%	i	4%	i
O=C(CN1C(=O)NC2(CCCCC2)C1=O)NCCC1=CCCCC1	26	-3%	7%	-5%	6%	3%	-6%
CC(C)c1ccc(Nc2sc(C(=O)c3ccccc3)c(N)c2S(=O)(=O)c2ccccc2)cc1	0	0%	-7%	·	·	·	·
COc1cccc(CN2CCOC[C@H](Oc3ccccc3)C2)c1	7	6%[87.6 µM]	-12%[87.6 µM]	1%[172 µM]	?	i	?
CC(=O)c1cccc(NC(=O)c2ccc3c(c2)CCN3S(=O)(=O)c2ccccc2)c1	-17	3%	34%[activator]	·	·	·	·
Cc1nn(-c2ccccc2)c2c1C(C)N(C1CN(C(=O)Nc3ccccc3F)C1)C2=O (centres undefined)	15	·	·	·	?	·	?
CC(C)Oc1cccc(-c2nc(C(=O)NCc3ccccc3)cs2)c1	16	5%	0%	-2%	32µM*	i	?
COCCN1C(=O)c2cccn2CC1CNC(=O)c1cccc2nccnc12 (centres undefined)	-7	2%	10%	4%	-6%	i	-5%
O=C(Nc1cc(-c2ccncc2)nn1-c1ccccc1)c1ccc(Cl)cc1	7	-19%	32%[activator]	·	79µM*	5%	?
CCOc1cccc(C2c3c(oc4ccc(F)cc4c3=O)C(=O)N2CCc2ccc(OC)cc2)c1 (centres undefined)	-5	8%	-19%	·	·	·	·
CCCC(=O)Nc1ccccc1C(=O)OCc1cc(=O)n2nc(C(C)C)sc2n1	-13	4%	3%	·	·	·	·
CNC(=O)Nc1ccc(C)n(CC(=O)NCc2ccccc2F)c1=O	-2	9%	2%	-13%	-8%	i	-8%
CCOC(=O)c1ccc2c(c1)N(CC(=O)N(C)c1ccccc1)C(=O)c1ccccc1S2	6	?	0%	·	·	·	·
O=C(Nc1cncnc1)C1CCCN1c1nc2ncccc2o1 (centres undefined)	5	-22%[87.6 µM]	5%[87.6 µM]	·	-11%[172 µM]	-29%[88.5 µM]	-19%[138 µM]
COc1ccccc1NC(=O)c1c(NCc2ccc(OC)c(OC)c2OC)sc2c1CCC2	-20	-8%	-4%	·	·	·	·

Record cards (already shown). Screens in order: IP6K1 inhibitor	SNCA viab count	SNCA expr inhib	FLuc inh	HEK293 tox	GPT2 inhibitor	3T3 cytotox
Results for CC(C)Oc1cccc(-c2nc(C(=O)NCc3ccccc3)cs2)c1 → 16	5%	0%	-2%	32µM*	i	?
Results for COc1ccc(C(=O)N2CCC(Cc3noc(C4CCOCC4)n3)C2)cc1F (centres undefined) → 18	-6%	9%	5%	-7%	2%	-2%

Additional entries
mol	IP6K1 inhibitor	SNCA viab count	SNCA expr inhib	FLuc inh	HEK293 tox	GPT2 inhibitor	3T3 cytotox
COc1ccc(NC(=O)C2CCN(c3cc(C)nc4c(-c5ccc(Cl)cc5)c(C)nn34)CC2)cc1	-5	-7%	12%	·	·	·	·
CC1(C)CC2C(O)C3=C(CC(C)(O)C2C1)C(=O)OC3 (centres undefined)	9	-1%	·	·	·	i	·
Cc1cc(-c2cc(OC(=O)c3ccccc3)ccc2Cl)cc2nnc(Nc3ccc(OCCN4CCCC4)cc3)nc12	-1	?	·	·	·	?	·
COc1ccccc1-c1[nH]nc2ncc(-c3ccnn3C)nc12	-7	-2%[87.6 µM]	1%[87.6 µM]	-5%[172 µM]	?	-12%[88.5 µM]	-14%[138 µM]
O=C(NCc1cccnc1)[C@@H]1C[C@@H](c2ccc(F)cc2)N(Cc2ccccc2)C1	0	2%[87.6 µM]	-12%[87.6 µM]	-1%[172 µM]	?	i	?
COc1ccc(Cl)cc1C(=O)N1CCC(COc2ccc3c(cnn3CCC(=O)O)c2)CC1	-3	2%	-11%	?	0%	0%	?
CCOCCc1nn2c(=O)cc(COC(=O)C3CCCCC3)nc2s1	-12	-7%	29%	·	·	·	·
